Rpn11 block: blocks the human proteasome subunit Rpn11; O00487; human 26S proteasome, Ub4-pepOG fluorescence polarization; 20S core pre-blocked with epoxomicin; calls only at 20 µM; hit rate 0.59% among 360,000; AID 588493;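 active = inhibition at 20 µM, scaled to each plate's controls, above about 33%, limit read from the data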
Target sequence (O00487 whole entry, looked up): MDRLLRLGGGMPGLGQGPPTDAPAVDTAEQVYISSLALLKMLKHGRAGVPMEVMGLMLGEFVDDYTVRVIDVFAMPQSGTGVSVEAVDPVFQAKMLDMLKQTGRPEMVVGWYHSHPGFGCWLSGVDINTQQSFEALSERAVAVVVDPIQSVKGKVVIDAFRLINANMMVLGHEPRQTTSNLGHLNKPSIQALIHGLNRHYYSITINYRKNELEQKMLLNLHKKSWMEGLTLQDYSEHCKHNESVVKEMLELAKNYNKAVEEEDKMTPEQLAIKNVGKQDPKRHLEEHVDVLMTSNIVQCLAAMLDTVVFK
STEP block: inhibitors of human striatal-enriched phosphatase STEP; P54829; recombinant STEP, OMFP fluorogenic substrate, fluorescence; inhibition, % at 20 µM; hit rate 0.25% among 360,000; AID 588621;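 active = inhibition at 20 µM, scaled per plate between control wells, above about 37%, limit read from the data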;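 also: 0% = DMSO with enzyme and substrate and 100% = substrate only without enzyme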
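Assay system: isolated STEP enzyme / Timing: 20 min at room temperature, dark / Doses: 20 µM, 1% DMSO / Technique: fluorescence intensity, excitation 480 nm, emission 540 nm / Reagent: fluorogenic phosphatase substrate OMFP at 25 µM final / Measure: percent inhibition scaled to no-enzyme and uninhibited-enzyme controls, plate-pattern corrected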
LMPTP block: LMPTP (human) inhibition; hit rate 0.22% among 360,000; inhibition, % at 20 µM; recombinant LMPTP-A, OMFP fluorogenic substrate, fluorescence intensity; P24666;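 active = compounds that cut the enzyme signal by at least half of the control window in the single-dose screen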;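 also: plate controls were DMSO wells with enzyme plus substrate for no effect and substrate without enzyme for full effect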
Target sequence (P24666 whole entry, looked up): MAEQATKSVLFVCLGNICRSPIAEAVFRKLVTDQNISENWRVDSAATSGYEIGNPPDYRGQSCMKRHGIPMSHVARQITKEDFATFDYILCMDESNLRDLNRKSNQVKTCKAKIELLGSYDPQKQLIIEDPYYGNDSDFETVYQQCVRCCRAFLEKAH
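test system = LMPTP-A | amount = 0.625 nM LMPTP-A final | reagent = fluorogenic phosphatase substrate OMFP at 400 µM final | incubation = 50 min at room temperature | benchmarks = no-enzyme low control, uninhibited high control | medium = Bis-Tris pH 6.0, DTT, detergent | signal = fluorescence intensity of OMFP turnover product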
PABP1 MLLE inh: inhibitors of microRNA-mediated deadenylation, human PABP1 MLLE binding; GST-MLLE / FITC-PAM2 fluorescence polarization; inhibition, % at 20 µM; hit rate 0.36% among 360,000; AID 588489; in the data active = inhibition above about 35%, passing the limit was not always enough;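 also: plate controls were DMSO wells with GST-MLLE for no effect and wells lacking GST-MLLE protein for full effect; some results filed as inactive read as strong as hits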
NadD inh: inhibitors of Staphylococcus aureus NadD; purified NadD enzyme, colorimetric absorbance read-out; hit rate 0.78% among 360,000; inhibition, % at 20 µM; in the data active = inhibition above about 26%; also: some compounds past the cut are filed as inactive
SUMO1-SIM PPI: alters human SUMO1 binding to SIM partners; P63165; SUMO1 binding to a labelled peptide, TR-FRET, 1 h; inhibition, % at 20 µM; hit rate 0.33% among 360,000; AID 602429; in the data active = inhibition above about 37%
Target sequence (P63165 whole entry, looked up): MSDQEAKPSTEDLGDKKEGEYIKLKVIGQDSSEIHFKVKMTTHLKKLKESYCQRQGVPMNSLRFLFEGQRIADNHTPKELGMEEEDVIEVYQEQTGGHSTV
Scp1 inh: Scp-1 (human) phosphatase inhibition. Q9GZU7. Recombinant Scp1, phosphopeptide, malachite green phosphate absorbance. inhibition, % at 20 µM. hit rate 0.88% among 340,000. AID 493091;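 active = inhibition above about 50% at 20 µM, limit read from the data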;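 also: plate controls were DMSO wells with enzyme for no effect and wells lacking enzyme for full effect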
Target sequence (Q9GZU7 76-261 limits assumed): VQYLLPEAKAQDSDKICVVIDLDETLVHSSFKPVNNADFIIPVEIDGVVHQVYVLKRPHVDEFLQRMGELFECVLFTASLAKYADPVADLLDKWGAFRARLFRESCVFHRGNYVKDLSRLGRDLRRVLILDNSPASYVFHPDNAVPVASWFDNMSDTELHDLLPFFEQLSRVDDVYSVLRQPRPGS
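Times: enzyme reaction 45 min at room temperature, colour 5 min, stabilisation 30 min. Material: SCP-1 catalytic fragment, aa 76-261. Medium: Acidic Tris acetate buffer with magnesium and detergent. Signal: colorimetric free-phosphate detection, absorbance 630 nm. Read-out basis: % inhibition of SCP-1 phosphate liberation. Reagent: Phosphorylated 17-residue peptide substrate.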
Tb MetRS inh: blocks T. brucei methionyl-tRNA synthetase activity. purified T. brucei MetRS, ATP depletion, Kinase-Glo luminescence. inhibition, % at 11.9 µM. hit rate 0.4% among 360,000;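 active = inhibition above a per-plate cutoff of the control wells' mean inhibition plus 3 SD, cut at about 5.5% in these data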;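 also: 0% = DMSO wells median and 100% = median of wells with control inhibitor compound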
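Dosing: 11.9 µM single point; system: parasite MetRS enzyme; technique: luminescence of leftover ATP; times: 15 min enzyme-compound preincubation, 2 h reaction, 10 min detection, 25 °C; replicates: each compound tested once; read-out basis: percent inhibition relative to median high and low control wells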
DNMT1 inh: DNMT1 (human) enzyme inhibition; hit rate 0.83% among 360,000; DNMT1 molecular beacon, Hinp1I cleavage, fluorescence; inhibition (reported as % activation of signal), % at 10 µM; AID 588458; in the data active = inhibition above about 50%
CSN deneddyl inh: blocks human CSN-mediated cullin deneddylation; Purified CSN, SCF-Nedd8-OG deneddylation, fluorescence polarization; Q92905; inhibition, % at 12.5 µM; hit rate 0.38% among 360,000;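 active = pattern-corrected inhibition above about 35%, with an unprinted fluorescence ratio check between 0.5 and 1.5, limit read from the data, passing the limit was not always enough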;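 also: 0% = enzyme with substrate and 100% = substrate without enzyme; some results filed as inactive read as strong as hits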
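Assay system: Purified human Csn5 enzyme expressed in HEK293T cells | Amount: Enzyme 0.24 nM | Measured by: Fluorescence polarization readout | Medium: Tris/NaCl/DTT buffer, pH 7.5 | Compound dosing: One concentration, 12.5 µM, 0.25% DMSO | Times: 90 min incubation of compound, enzyme and substrate at room temperature | Control set: no-enzyme wells high, enzyme-with-substrate wells low | Read-out: % inhibition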
* = called active by the depositor; i = inactive. The order is random; overall some 3.6% were active at least once.

compound | Rpn11 block | STEP block | LMPTP block | PABP1 MLLE inh | NadD inh | SUMO1-SIM PPI | Scp1 inh | Tb MetRS inh | DNMT1 inh | CSN deneddyl inh
O=C(NC1CCCC1)C(c1ccncc1)N(C(=O)c1ccco1)c1ccc(Cl)cc1 (stereo not drawn) | i | 0 | -0.2 | 7 | -1 | -6 | -5 | -0.1 | -1 | 2
COc1cccc2cc(-c3cc(=O)oc4cc(C)c(O)cc34)oc12 | i | 23 | 28 | 7 | 2 | 13 | 59* | -0.8 | 7 | 2
O=C(Nc1ccc(Cl)cc1)c1cc(S(=O)(=O)N2CCOCC2)cs1 | i | -2 | 0.6 | 11 | -8 | 3 | -10 | 3.2 | -5 | -1
C/C(=N\NC(=O)CSCc1ccccc1Br)c1cccc([N+](=O)[O-])c1 | i | -4 | 0.9 | -40 | 6 | -5 | -5 | 0.2 | 2 | -1
COc1ccc(NC(=O)C(C)N2C(=O)c3ccccc3S2(=O)=O)c(OC)c1 (stereo not drawn) | i | 1 | -1.1 | -11 | -3 | -1 | 0 | 0.2 | -2 | -6
CCOC(=O)c1c(-c2ccc(OC)cc2)csc1NC(=O)C1CCCO1 (stereo not drawn) | i | 3 | 2.5 | 37 | -1 | 2 | -12 | -0.4 | -8 | 5
COC(=O)c1ccc(N(C(=O)CNC(=O)c2ccco2)C(C(=O)NCC2CCCO2)c2ccc(OC)c(OC)c2)cc1 (stereo not drawn) | i | 0 | -0.1 | -2 | 5 | 0 | 3 | -0.2 | -3 | 5
COc1ccc(Nc2ncccc2C(=O)O)cc1 | i | 1 | -1.6 | 8 | 7 | -1 | -1 | -0.8 | 0 | 2
CC12C(=O)N(n3cnnc3)C(=O)C1C1C=CC2C1 (stereo not drawn) | i | 4 | -0.7 | 0 | -7 | 2 | -6 | 0.3 | 2 | -8
COC(=O)c1cccc(NC(=S)NC(C)C)c1 | i | -1 | 0.3 | 11 | 1 | -1 | -2 | 0.1 | 5 | 15
COCc1cc(=O)[nH]c(/N=C(\N)Nc2cccc(C)c2)n1 | i | 1 | -1.0 | 7 | 4 | -2 | 5 | -1.5 | 2 | 1
COc1ccc(NC(=S)N2CCN(c3ncccn3)CC2)c(OC)c1 | i | 85* | -0.7 | -55 | -7 | 1 | -11 | -0.8 | -1 | 3
CCOC(=O)C1CCCN(C(=O)CCn2nc(-c3ccccc3)ccc2=O)C1 (stereo not drawn) | i | 2 | -0.8 | 3 | 4 | -5 | -5 | -0.2 | -9 | 4
Cc1ccc(S(=O)(=O)N(C)CC(=O)OCC(=O)N2CCN(c3ccccc3)CC2)cc1 | i | -1 | 0.5 | -27 | -1 | -1 | -2 | 0.5 | -2 | 0
COc1ccc(/C=N/NC(=O)CNS(=O)(=O)c2ccc(C)cc2)cc1 | i | -2 | 0.2 | 18 | 0 | 2 | -5 | -0.8 | 0 | -15
COc1ccc(NS(=O)(=O)c2cccc(C(=O)NCC3(N(C)C)CCCCC3)c2)cc1 | i | 0 | -0.3 | -1 | -7 | -4 | 0 | -0.1 | 1 | 1
CCNC(=O)c1ccccc1-c1nc(-c2ccccc2)no1 | i | 0 | -0.2 | 3 | -5 | 0 | 4 | -0.7 | 2 | 0
COCC1CCN(C(=O)c2cc(COc3ccc(C)c(C)c3)on2)C1 (stereo not drawn) | i | 5 | -0.5 | -2 | 2 | 6 | -7 | -0.3 | 4 | -1
O=C(COC(=O)CSc1ccc([N+](=O)[O-])cc1)NCc1cccs1 | i | 3 | 0.1 | 35 | 3 | -32 | -2 | 0.0 | -2 | 2
CC(=O)Nc1nc2cc3c(cc2s1)OCO3 | i | 6 | -0.5 | -5 | -4 | 4 | -1 | -0.5 | -1 | 0
CCCn1c(SCCN2C(=O)c3ccccc3C2=O)n[nH]c1=O | i | -2 | -2.6 | -17 | 2 | -12 | -4 | -0.6 | 0 | 1
COc1ccc(-c2cc(C(=O)N(C)CC(=O)Nc3ccccc3C(F)(F)F)c3ccccc3n2)cc1OC | i | 0 | -6.0 | -52 | 8 | -14 | -1 | -0.1 | -5 | -4
COC(C(=O)N1CCC(CCC(=O)Nc2ccccc2)CC1)c1ccccc1 (stereo not drawn) | i | -3 | 0.2 | -11 | -4 | -2 | -2 | -0.3 | 0 | -1
O=C(c1ccco1)N1C2C=CC(C2)C1(C(F)(F)F)C(F)(F)F (stereo not drawn) | i | -1 | -0.7 | 0 | 0 | -1 | 43 | -1.1 | 39 | -2

Another view of part of the listing above.
CCNC(=O)c1ccccc1-c1nc(-c2ccccc2)no1
  Rpn11 block: i; STEP block: 0; LMPTP block: -0.2; PABP1 MLLE inh: 3; NadD inh: -5; SUMO1-SIM PPI: 0; Scp1 inh: 4; Tb MetRS inh: -0.7; DNMT1 inh: 2; CSN deneddyl inh: 0
COCC1CCN(C(=O)c2cc(COc3ccc(C)c(C)c3)on2)C1 (stereo not drawn)
  Rpn11 block: i; STEP block: 5; LMPTP block: -0.5; PABP1 MLLE inh: -2; NadD inh: 2; SUMO1-SIM PPI: 6; Scp1 inh: -7; Tb MetRS inh: -0.3; DNMT1 inh: 4; CSN deneddyl inh: -1
O=C(COC(=O)CSc1ccc([N+](=O)[O-])cc1)NCc1cccs1
  Rpn11 block: i; STEP block: 3; LMPTP block: 0.1; PABP1 MLLE inh: 35; NadD inh: 3; SUMO1-SIM PPI: -32; Scp1 inh: -2; Tb MetRS inh: 0.0; DNMT1 inh: -2; CSN deneddyl inh: 2
CC(=O)Nc1nc2cc3c(cc2s1)OCO3
  Rpn11 block: i; STEP block: 6; LMPTP block: -0.5; PABP1 MLLE inh: -5; NadD inh: -4; SUMO1-SIM PPI: 4; Scp1 inh: -1; Tb MetRS inh: -0.5; DNMT1 inh: -1; CSN deneddyl inh: 0

Going on with the list.
The line under a structure holds: Rpn11 block, STEP block, LMPTP block, PABP1 MLLE inh, NadD inh, SUMO1-SIM PPI, Scp1 inh, Tb MetRS inh, DNMT1 inh, CSN deneddyl inh
COc1ccc(C/C(C)=N\NC(=O)c2cn(C)c3ccccc23)cc1OC
 : i, 3, 0.9, 10, 2, -1, -14, 0.1, 4, 0
O=C(CN(C(=O)CCC(=O)Nc1ccccn1)c1ccc2c(c1)OCO2)NCc1ccc(F)cc1
 : i, -2, 0.5, 14, -2, 5, -3, -0.2, -1, 1
CCc1ccc(NC(=O)C2CCCCC2C(=O)O)cc1 (stereo not drawn)
 : i, 0, -1.4, 6, 0, -1, -3, -0.1, 5, 0
CCN(CC)c1nc2ccccc2[nH]1
 : i, 2, -0.8, 0, -4, -1, -10, 0.4, 3, -1
O=C(O)CC(O)(CC(=O)O)C(=O)O
 : i, -1, -1.7, 3, -2, 4, -1, 0.1, -2, -2
COc1ccc(S(=O)(=O)CCC(=O)N(C)c2ccc(OC)cc2OC)cc1
 : i, -4, -0.5, -4, -1, -5, -2, -0.8, 5, -1
O=C(/C=C/c1ccc(S(=O)(=O)N2CCOCC2)cc1)N1CCCCC1
 : i, -1, -1.7, 6, -4, -11, -7, -0.4, 4, -1
S=C(NN=C1C2CC3CC(C2)CC1C3)Nc1ccccc1
 : i, 1, 2.0, 16, 5, -2, -4, -0.2, 5, -4
C=C(C)C1Cc2c(C)nn(-c3nc(C)cc(C)n3)c2C1 (stereo not drawn)
 : i, -2, 2.1, -1, 2, 10, 14, -0.4, -2, 3
CCS(=O)(=O)Nc1ccccc1C(N)=O
 : i, -2, -2.0, 4, 1, 1, -8, 0.6, 1, -10
C/C(=N\NC(=O)C(C)Sc1ccccc1)C(C)(C)C (stereo not drawn)
 : i, -3, 0.1, 2, -1, -3, 3, -0.7, 4, -3

Some of these compounds in order of their number in Scp1 inh, lowest first:
The line under a structure holds: Rpn11 block, STEP block, LMPTP block, PABP1 MLLE inh, NadD inh, SUMO1-SIM PPI, Scp1 inh, Tb MetRS inh, DNMT1 inh, CSN deneddyl inh
COc1ccc(C/C(C)=N\NC(=O)c2cn(C)c3ccccc23)cc1OC
 : i, 3, 0.9, 10, 2, -1, -14, 0.1, 4, 0
CCS(=O)(=O)Nc1ccccc1C(N)=O
 : i, -2, -2.0, 4, 1, 1, -8, 0.6, 1, -10
CCc1ccc(NC(=O)C2CCCCC2C(=O)O)cc1 (stereo not drawn)
 : i, 0, -1.4, 6, 0, -1, -3, -0.1, 5, 0

High-throughput results (PubChem BioAssay)
